# Compound activity from PubChem.
# HCMV inh = qHTS Assay for inhibitors of the human cytomegalovirus (HCMV); HFF cells, HCMV-luciferase reporter, 72 h; stronger effect = lower value; activity change, negative = inhibition, % at 57.5 µM; 410,000 compounds, 4.5% hits; in the data active = activity change below about -60%; inconclusive = no clear call, values can overlap the other calls; inactive = above about -39%
#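 Two-dose cell screen: HFF monolayers treated with compounds and infected with luciferase-expressing HCMV at 1 PFU/cell, 72 h at 37C, then lysed for luciferase measurement.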
# FBPA Giardia inh = qHTS Assay for Inhibitors of Fructose-1,6-bisphosphate Aldolase from Giardia Lamblia. Potency, µM (titrated, usually from 59.6 µM), for the others: at the highest dose activity, negative = inhibition, actives largely listed as inhibitors. 290,000 compounds, 0.71% hits. purified Giardia FBPA. A8B2U2. AID 2451, 2010; note: potency is the fitted concentration of half-maximal effect; nearly all actives have a fitted effect of over 55% in size
# Target sequence (A8B2U2 whole entry, looked up): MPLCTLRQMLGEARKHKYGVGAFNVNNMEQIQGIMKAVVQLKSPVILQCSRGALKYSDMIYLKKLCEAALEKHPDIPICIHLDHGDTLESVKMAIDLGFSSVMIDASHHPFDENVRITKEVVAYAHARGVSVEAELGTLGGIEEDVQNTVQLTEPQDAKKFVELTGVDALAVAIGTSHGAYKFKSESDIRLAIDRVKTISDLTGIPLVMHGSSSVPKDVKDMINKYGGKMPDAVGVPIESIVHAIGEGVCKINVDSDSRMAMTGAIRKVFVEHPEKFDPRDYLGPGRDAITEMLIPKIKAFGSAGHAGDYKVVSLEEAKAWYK
#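 40 nM FBPA preincubated 10 min at RT with compound (up to 57.5 uM final), then substrate plus GAPDH/TPI/NAD/arsenate coupling and diaphorase/resazurin added. Fluorescence read after 20 min at RT, 525/598 nm.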
# AmpC inh detg = qHTS Inhibitors of AmpC Beta-Lactamase (assay with detergent); P00811; AmpC hydrolysis of nitrocefin, absorbance 480 nm, 0.01% Triton; Potency, µM (titrated, usually from 114 µM), for inactives: at the highest dose activity change, negative = inhibition, hits mostly inhibitors; 370,000 compounds, 0.041% hits; AID 485294, 2010;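 note: potency is the fitted concentration of half-maximal effect; 0% = no-compound wells and -100% = no-enzyme wells; nearly all actives have a fitted effect of over 25% in size; some results filed as inactive show a strong effect at the top dose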
# Target sequence (P00811 whole entry, looked up): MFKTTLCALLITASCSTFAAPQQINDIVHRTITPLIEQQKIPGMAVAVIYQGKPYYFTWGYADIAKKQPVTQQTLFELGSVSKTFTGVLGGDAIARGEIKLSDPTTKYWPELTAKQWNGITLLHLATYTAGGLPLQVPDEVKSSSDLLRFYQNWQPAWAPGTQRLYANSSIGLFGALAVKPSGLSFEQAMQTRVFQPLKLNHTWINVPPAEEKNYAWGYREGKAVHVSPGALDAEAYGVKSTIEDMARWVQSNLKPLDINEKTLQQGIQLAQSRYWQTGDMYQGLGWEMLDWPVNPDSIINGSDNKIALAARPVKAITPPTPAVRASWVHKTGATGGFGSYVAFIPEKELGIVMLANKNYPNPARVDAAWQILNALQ
#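 20 mM phosphate pH 7.0 + 0.01% (detergent screen) or 0.0001% Triton X-100; 5.3 nM AmpC reagent; cpd preinc 15 min RT; nitrocefin (800 uM stock) to start; A480 q20 s × 4 min; Activity was normalised to no-enzyme and no-compound control wells.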
# Sm TGR inh = qHTS Assay for the Inhibitors of Schistosoma Mansoni Peroxiredoxins; Schistosoma mansoni thioredoxin glutathione reductase (TGR), Q962Y6; purified TGR, DTNB reduction, TNB absorbance 405 nm; Potency, µM (titrated, usually from 114 µM), for the others: at the highest dose activity change, negative = inhibition, hits mostly inhibitors; 360,000 compounds, 3% hits; note: potency is the fitted concentration of half-maximal effect; nearly all actives have a fitted effect of over 60% in size
#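 First, TGR (20 nM dispensed) and NADPH were mixed with compound. Second, a 15 min room-temperature incubation followed. Third, further NADPH and then DTNB were added to start the reaction. Finally, TNB absorbance was monitored kinetically.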
# AMA1-RON2 inh = qHTS for Inhibitors of AMA1-RON; Towards Development of Antimalarial Drug Lead: Primary Screen; AlphaScreen AMA1-biotinylated RON2 peptide binding; Plasmodium falciparum AMA1 (3D7) - RON2 peptide interaction; Potency, µM (series often up to 58.2 µM), for inactives: at the highest dose activity change, negative = inhibition, hits mostly inhibitors; 360,000 compounds, 0.2% hits;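 note: potency is the fitted concentration of half-maximal effect; 0% = vehicle wells and -100% = peptide control; nearly all actives have a fitted effect of over 45% in size; some results filed as inactive show a strong effect at the top dose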
#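 AMA1 (3D7) with his tag at 25 nM final met compounds first, then biotinylated RON2 peptide at 25 nM; detection used donor plus acceptor beads, 10 µg/mL apiece, read by AlphaScreen after 30 min at room temperature.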
# HCV inh = qHTS Assay for Inhibitors of Hepatitis C Virus (HCV) | Huh7.5.1 HCVcc-Cre infection, luciferase reporter, 44 h | Potency, µM (series often up to 41.8 µM), for inactives: at the highest dose activity change, negative = inhibition, most hits filed as inhibitors | 340,000 compounds, 3.4% hits | AID 651820, 2012; note: potency is the fitted concentration of half-maximal effect
#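 Reporter virus HCVcc-Cre (~0.5 moi) infects cells exposed to compound; seeding density 1,000 cells/well with 4 h settling beforehand. Luminescence, 15 sec read, taken 44 h post-infection following a 15 min RT substrate incubation.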
# An asterisk follows results filed as active; ? = inconclusive; nt = not tested or not shown; [ ] = remark or other dose. Unless noted, calls come from the whole dose curve; as a rule, active = well fitted curve in the direction sought with a large enough effect; inconclusive = small, poorly fitted or top-dose-only effect, or another doubt; inactive = no such curve, though single readings can be large; an effect the other way counts as inactive or inconclusive. Unless noted, % is set by controls: 0 for no effect and ±100 for the full control effect.
SMILES,HCMV inh,FBPA Giardia inh,AmpC inh detg,Sm TGR inh,AMA1-RON2 inh,HCV inh
O=[N+]([O-])c1ccc(NC(=S)N2CCN(c3ccc(F)cc3)CC2)cc1,-31,-10%,-3%,1%,-12%,-4%
Cc1cc(C(=O)OCC(=O)c2ccc3c(c2)NC(=O)CO3)c2ccccc2n1,22,0%,-7%,-2%,-2%,12%
Cc1cccc(-c2nc(C)c(CCNC(=O)C(=O)Nc3ccc(C)c(C)c3)s2)c1,-9,nt,-6%,-2%,nt,nt
COc1ccnc(Oc2ccc(F)cc2)c1C(=O)N/C=N/OCc1ccc(F)cc1,-18,7%,-11%,-22%,-1%,11%
O=C(NCCSCc1ccccc1)c1ccccc1,-34,5%,?,-5%,8%,4%
Cc1ccc(NC2=CC(=O)CC(c3ccccc3)C2)cc1 (stereo not given),?,6%,-7%,0%,-26%,-22%
N=c1c(C(=O)NCc2ccccc2)cc2c(=O)n3ccccc3nc2n1CCCN1CCOCC1,-5,-9%,?,-2%,-8%,?
C[C@H](N)C(=O)NC[C@H]1O[C@@H](n2cnc3c(N)ncnc32)[C@H](O)[C@@H]1O,-75*,nt,nt,nt,7%,0%
Cc1ccc(SCC(=O)OC(C)C(=O)N2CCc3ccccc32)cc1 (stereo not given),-14,nt,9%,-2%,-12%,8%[8.37 µM]
CC12CC(c3ccccc3O1)N(C(=O)c1ccco1)C(=S)N2c1ccc(F)cc1 (stereo not given),59,-4%,-5%,28%,7%,2.8µM*
Cc1ccc(C)c(N2CCN(S(=O)(=O)c3c(C)noc3/C=C/N(C)C)CC2)c1,-10,6%,2%,9%,-8%,?
CC(C)(C)c1ccc(C(=O)N2CCN(c3nc4ccccc4o3)CC2)cc1,-4,2%,?,0%,-4%,10µM*
CC(=O)c1ccc(OCC(=O)Nc2c(C)nn(-c3ccccc3)c2C)cc1,-4,nt,0%,4%,-10%,-28%
Cc1cc2cc(CNC(=O)c3cccs3)ccc2[nH]1,-12,22%,?,32µM*,-21%,?
O=C(CN1C(=O)CSC1=O)Nc1ccc(N2CCOCC2)cc1,3,-29%,-2%,-22%,11%,1%
CCCCCCCCNS(=O)(=O)CCNC1CCCCC1,?,nt,nt,nt,-2%,-21%
CC(=O)c1cccc(NC(=O)c2ccc(OC3CSC3)cc2)c1,10,2%,-9%,5%,3%,?
O=C(O)c1cnn2c1NC(c1ccc(F)cc1)CC2C(F)(F)F (stereo not given),-2,14%,-2%,-5%,-6%,-8%
CCN(CC)CCCNC1CCS(=O)(=O)C1 (stereo not given),17,-7%,?,4%,12%,5%
Cc1cc(Cl)ccc1NC(=O)CCCN1C(=O)CCC1=O,-4,4%,-13%,11%,-6%,4%
CCOc1ccc(N2C(=O)C(CC(=O)Nc3ccccc3)N(Cc3ccccn3)C2=S)cc1 (stereo not given),0,-13%,?,2%,22%,12%
CCOC1=NC(=C(c2ccccc2)c2ccccc2)OC1=O,-11,nt,nt,nt,-28%,-3%
O=C(CSc1nnc(-c2cccs2)n1-c1ccccc1)N1CCN(C(=O)c2ccco2)CC1,nt,-12%,-6%,-27%,nt,nt
Cc1ccc(OCC(=O)Nc2c(C(=O)c3ccccc3)oc3ccccc23)cc1C,-5,nt,25%,2%,nt,nt
Cc1ccc(C(=O)NCCc2nnc3ccc(SCC(=O)NCc4ccc(F)cc4)nn23)cc1,-6,10%,-13%,-3%,-2%,15%
COc1ccc(OC)c(NC(=S)NCC(c2cccnc2)N2CCOCC2)c1 (stereo not given),-22,4%,4%,-15%,11%,12%
NC1=NC(=O)/C(=C/C=C/c2cccs2)S1,69,nt,nt,nt,3%,4%
COc1ccccc1NC(=O)c1ccc(-n2cccn2)c([N+](=O)[O-])c1,-20,-20%,0%,25µM*,-8%,-23%
COC(=O)C1Sc2[nH]c(=O)sc2C2c3ccccc3OC(=O)C12 (stereo not given),8,-13%,-1%,-27%,5%,2%
COCCNC(=O)C1CCN(S(=O)(=O)c2ccccc2)CC1,-25,11%,-1%,5%,2%,3%
O=C(CN(CCc1ccccc1)S(=O)(=O)c1ccc(Br)cc1)NCc1ccc(Cl)cc1,-10,nt,3%,-5%,nt,nt
O=C(Nc1ccccc1N1CCCC1)c1cccc(F)c1,-3,-3%,1%,-6%,-3%,-8%
COc1ccc(NC(=S)N2CCN(C(c3ccccc3)c3ccccc3)CC2)c(OC)c1,11,0%,-2%,7%,-20%,?
O=C1c2ccccc2C(=O)N1CCCCSc1nnnn1-c1ccccc1,14,1%,4%,9%,10%,-23%
O=C(OCC(=O)N1CCc2ccccc21)c1ccccc1F,-39,4%,-1%,6%,1%,4%
CCOC(=O)CSc1nnc(NC(=O)c2cccc(S(=O)(=O)N3CCCC3)c2)s1,21,8%,1%,-2%,0%,2%

# Continued, overlapping the part above by 5 compounds.
SMILES,HCMV inh,FBPA Giardia inh,AmpC inh detg,Sm TGR inh,AMA1-RON2 inh,HCV inh
O=C(Nc1ccccc1N1CCCC1)c1cccc(F)c1,-3,-3%,1%,-6%,-3%,-8%
COc1ccc(NC(=S)N2CCN(C(c3ccccc3)c3ccccc3)CC2)c(OC)c1,11,0%,-2%,7%,-20%,?
O=C1c2ccccc2C(=O)N1CCCCSc1nnnn1-c1ccccc1,14,1%,4%,9%,10%,-23%
O=C(OCC(=O)N1CCc2ccccc21)c1ccccc1F,-39,4%,-1%,6%,1%,4%
CCOC(=O)CSc1nnc(NC(=O)c2cccc(S(=O)(=O)N3CCCC3)c2)s1,21,8%,1%,-2%,0%,2%
O=C(Cn1cc([N+](=O)[O-])cn1)N1CCN(c2ccccc2)CC1,-11,7%,-13%,-11%,-8%,40%[activator]
Cc1cccc(NC(=S)N2CCC(c3nc4ccccc4o3)CC2)c1,-32,-3%,6%,1%,-24%,10%
Cc1ccc(C2=NC3(CCCC3)N=C2SCC(=O)Nc2ccc3c(c2)OCCO3)cc1,65,-3%,-20%,2%,0%,?
COC(=O)c1ccc(C(=O)OC)c(NC(=O)COC(=O)C2CCCCC2)c1,13,0%,-1%,-8%,9%,10%
Cc1c(NC(=O)Nc2cccc(Cl)c2Cl)c(=O)n(-c2ccccc2)n1C,5,6%,-5%,-5%,6%,1%
CC1=C(C(=O)NCCCOC(C)C)C2(CCC(C)CC2)OC1=O (stereo not given),-1,4%,?,-18%,6%,0%
CCN(c1ccccc1)S(=O)(=O)c1cc2c3c(c1)CCN3C(=O)CC2,-8,nt,-6%,-12%,nt,1%
COc1ccc(OC)c(C2=NOC(C(=O)NCc3ccccn3)C2)c1 (stereo not given),-8,0%,1%,-4%,47%[activator],27%
O=C(NN(CC(O)COc1ccccc1)CC(O)COc1ccccc1)c1ccccc1 (stereo not given),13,3%,-5%,2%,41%[activator],?
O=C(Oc1cccc(N2C(=O)CCC2=O)c1)C1CC(=O)N(c2ccc(F)cc2)C1 (stereo not given),-20,5%,?,-12%,11%,5%
CCOC(=O)C1=C(C)OC(N)=C(C#N)C1C1CCCCC1 (stereo not given),?,-1%,?,-2%,5%,11%
CCOc1ccc(NS(=O)(=O)c2cc(C(=O)NCCCN3CCCC3=O)ccc2C)cc1,-23,nt,-4%,-6%,11%,?
CN(Cc1ccccc1)C(=O)c1ccc(NC(=O)Cc2cccc(NC(=O)C3CCCN(C(=O)C4CCCCC4)C3)c2)cc1 (stereo not given),37,nt,-4%,-2%,8%,0%
N/C(CC(=O)NC1CCCCC1)=N\OCC(=O)Nc1ccc(Cl)c(Cl)c1,?,1%,5%,13%,-9%,1%
O=C(COC(=O)COc1ccccc1F)NCCc1ccc(F)cc1,-6,nt,4%,-1%,7%,8%
C=CCn1c(SCC(=O)Nc2ccc(C(=O)OCC)cc2)nnc1-c1cccs1,-34,-5%,-1%,7%,-6%,?
O=C(NCc1ccncc1)C(=O)NCc1ccncc1,52,2%,1%,12%,7%,22%
Cc1ccccc1CN1CCC(n2nccc2NC(=O)CCOc2ccccc2)CC1,0,nt,-6%,3%,-10%,-5%
CC(C)c1nc(SCC(=O)N2CCOCC2)c2c(=O)n(C)c(=O)n(C)c2n1,?,5%,-8%,5%,1%,-29%
CC(NC(=O)COc1ccc(N(C)S(=O)(=O)c2ccccc2)cc1)c1ccccc1 (stereo not given),5,-15%,1%,1%,3%,?
O=[N+]([O-])c1ccc(N2CCN(c3ccc(F)cc3)CC2)cc1,7,4%,?,-2%,6%,-10%
O=C(CN1c2ccccc2Sc2ccccc21)NNC(=O)Nc1ccc(Cl)c(Cl)c1,-29,-1%,2%,0%,40%[activator],?
CCc1ccc(OCCSc2nc3ccccc3n2CC(=O)O)cc1,-12,-7%,-1%,?,-5%,7%
CCc1nc(OCCN(C)C)c2oc3ccccc3c2n1,36,4%,?,-6%,-3%,-9%
Cc1ccc2nc(Cn3cc(C(F)(F)F)cc(Cl)c3=O)cc(=O)n2c1,13,-1%,-10%,-8%,-2%,16%
COc1ccc(Cl)cc1C(=O)NCC#N,-1,0%,-2%,5%,-2%,-16%
Cc1ccc(CSc2nc3ccc(NC(=O)CC(C)C)cc3s2)cc1,-7,nt,-1%,2%,nt,nt
Nc1nc(-c2cccnc2)nn1C(=O)c1ccccc1Cl,-31,-3%,-3%,9%,3%,-6%
Nc1ccc(S(=O)(=O)NC2(C(F)(F)F)NC(=O)N(c3cccc(Cl)c3)C2=O)cc1 (stereo not given),-9,nt,0%,6%,nt,nt
O=C(NCC1CCCCC1)c1ccc(Cl)c(S(=O)(=O)N2CCOCC2)c1,0,nt,-6%,-3%,-6%,?
O=C1c2ccccc2C(=O)N1OCc1ccc(Cl)cc1,42,2%,?,-14%,-1%,1%
CCOc1ccc(NC(=S)NC(C)c2cccs2)cc1 (stereo not given),?,1%,8%,-5%,16%[11.6 µM],-2%
CCn1c(C)c(C)c2cc(C(=O)N3CCc4ccccc4C3)ccc21,-85*,4%,-8%,-22%,?,?
CCOC(=O)N1CCC(NCCNC(=O)c2ccc(F)c(F)c2)CC1,-4,nt,3%,6%,-1%,16%
CCOC(=O)c1c(C)[nH]c(C)c1S(=O)(=O)N1CCN(C(=O)c2ccco2)CC1,-15,nt,-2%,-6%,2%,9%
CCCCC(=O)OCC(=O)Nc1ccc(C)c(F)c1,?,-7%,3%,1%,2%,-4%
CCOc1ccc(NC(=S)N(CCc2c(C)[nH]c3ccccc23)Cc2ccco2)cc1,-13,-4%,-12%,-13%,39%[activator],?
Cc1cc(N2CCOCC2)nc(N)n1,0,6%,2%,12%,7%,-23%
CCCCCCCOC(=O)C1=C(C)Nc2ncnn2C1c1cccs1 (stereo not given),-17,0%,-3%,5%,-4%,?
O=C(/C=C/c1ccc([N+](=O)[O-])cc1)OCC(=O)N1CCCCCC1,-16,nt,nt,nt,-5%,9%
